XBP1 UPR activ – activators of adaptive XBP1 UPR arm, primary screen, cell-based, CHO-XBP1 luciferase reporter, luminescence, uHTS. hit rate 0.33% among 330,000. IRE1-XBP1 UPR activation; percent of tunicamycin response, DMSO as zero. activation, % at 20 µM;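 active = versus positive control, 20 µM dose yields 30% or more activation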;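 also: 100% = tunicamycin at 10 µg/mL and 0% = DMSO only wells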
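Material: CHO cell line with stable XBP1 luciferase reporter; schedule: 16-18 h cell attachment at 37 °C, then 6 h compound exposure; signal: glow luminescence from Steady-Glo reagent; medium: serum-containing F12 medium, 10% FBS; benchmarks: tunicamycin 10 µg/mL and vehicle-only wells; read-out: percent activation relative to tunicamycin reference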
TIM10 inh – growth inhibitors of isogenic TIM10 control yeast, primary screen, counter-screen for tim10-1 yeast inhibitor project, luminescence, uHTS; hit rate 1.4% among 330,000; inhibition, % at 10 µM; S. cerevisiae TIM10 strain growth, BacTiter-Glo luminescence, 24 h;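 active = inhibition of 40% or more at the single tested concentration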;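 also: wild-type TIM10 isogenic control strain grown at permissive 25 °C; 0% = DMSO yeast wells and 100% = minimal medium wells without yeast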
APJ agonist – agonists of human apelin receptor APJ, primary screen, CHO-K1 cells, PathHunter beta-arrestin, luminescence. P35414. activation, % at 20 µM. 0% DMSO wells, 100% apelin. hit rate 0.11% among 330,000;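 active = activation more than six SD over the plate average, tested at 20 µM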;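 also: 0% = DMSO alone and 100% = apelin-13 at 10 nM; some results filed as inactive read as strong as hits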
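Test system – PathHunter CHO-K1 APJ (AGTRL-1) beta-arrestin reporter cells · Input – 1000 cells/well · Compound – single test compound dose, 20 µM final, 1% DMSO · Times – compound stimulation 90 min at 25 °C, detection 60 min · Technique – beta-gal luminescence · Read-out basis – APJ–arrestin association signal · Control set – negative DMSO alone, positive Apelin-13 at 10 nM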
CXCR6 inh – CXCR6 receptor inhibitors, primary screen, cell-based, beta-arrestin, luminescence, CHO-K1 PathHunter, 1536-well. AID 602244, 2012. hit rate 0.36% among 360,000. C-X-C chemokine receptor type 6 (Homo sapiens), O00574. inhibition, % at 20 µM; in the data active = inhibition above about 34%, passing the limit was not always enough;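 also: antagonist mode with CXCL16 agonist at 10 nM final; 0% = 10 nM CXCL16 with DMSO and 100% = unstimulated wells without agonist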
Mdm2 MdmX PPI – inhibitors of human Mdm2-MdmX association, primary screen, cell-based, luminescence, split luciferase, SaOS-2, uHTS; Protein Mdm4 (Homo sapiens) + E3 ubiquitin-protein ligase Mdm2 (Homo sapiens), …; SaOS-2 split-luciferase Mdm2/MdmX complementation; inhibition, % at 8 µM; hit rate 3% among 330,000;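 active = inhibition of at least 50% at 8 µM in the primary screen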
Target sequence (O15151 whole entry, looked up): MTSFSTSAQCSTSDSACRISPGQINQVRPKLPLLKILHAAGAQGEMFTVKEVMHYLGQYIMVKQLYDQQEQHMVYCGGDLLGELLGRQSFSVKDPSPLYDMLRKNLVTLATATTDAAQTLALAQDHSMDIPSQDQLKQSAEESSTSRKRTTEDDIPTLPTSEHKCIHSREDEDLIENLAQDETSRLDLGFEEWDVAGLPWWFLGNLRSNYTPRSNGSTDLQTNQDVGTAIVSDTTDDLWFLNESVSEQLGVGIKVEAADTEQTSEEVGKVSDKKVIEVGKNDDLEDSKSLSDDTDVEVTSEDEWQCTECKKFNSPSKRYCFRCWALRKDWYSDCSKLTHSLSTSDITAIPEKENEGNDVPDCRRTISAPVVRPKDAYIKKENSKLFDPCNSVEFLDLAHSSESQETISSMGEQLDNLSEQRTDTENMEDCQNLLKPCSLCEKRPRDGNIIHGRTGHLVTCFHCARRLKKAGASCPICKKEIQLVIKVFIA
Target sequence (Q00987 whole entry, looked up): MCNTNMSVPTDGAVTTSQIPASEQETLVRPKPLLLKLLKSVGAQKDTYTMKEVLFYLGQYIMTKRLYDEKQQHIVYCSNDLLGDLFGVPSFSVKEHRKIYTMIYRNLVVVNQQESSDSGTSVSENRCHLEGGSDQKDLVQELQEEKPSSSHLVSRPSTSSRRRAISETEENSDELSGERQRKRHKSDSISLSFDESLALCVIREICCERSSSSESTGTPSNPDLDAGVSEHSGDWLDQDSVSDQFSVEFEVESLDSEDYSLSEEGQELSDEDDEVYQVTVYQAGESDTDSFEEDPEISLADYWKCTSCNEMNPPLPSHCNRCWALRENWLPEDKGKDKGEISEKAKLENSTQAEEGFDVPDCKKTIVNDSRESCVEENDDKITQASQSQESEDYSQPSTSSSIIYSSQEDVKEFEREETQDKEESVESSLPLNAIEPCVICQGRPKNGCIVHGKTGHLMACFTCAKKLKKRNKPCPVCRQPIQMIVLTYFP
UPR CHOP act – activators of apoptotic CHOP UPR arm, primary screen, cell-based, CHO-CHOP luciferase reporter, luminescence, uHTS. hit rate 0.34% among 330,000. activation, % at 10 µM. AID 449763, 2010. UPR activation; percent of tunicamycin response over DMSO baseline;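 active = at 10 µM dose, activation of 40% or more, normalized to positive control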;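 also: 100% = tunicamycin at 10 µg/mL and 0% = DMSO alone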
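assay system = CHO CHOP reporter cells | amount = 500 CHO-CHOP cells per well | buffer or medium = F12 with 10% FBS | incubation = 16-18 h cell attachment, then 6 h compound exposure, 37 °C | detection = luminescence read with Steady-Glo | read-out = percent activation relative to tunicamycin control | controls = tunicamycin high control, DMSO low control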
APJ antag – antagonists of human apelin receptor APJ, primary screen, CHO-K1 cells, beta-arrestin complementation, luminescence. P35414. inhibition, % at 20 µM. hit rate 0.32% among 330,000;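 active = inhibition above about 40% at 20 µM, limit read from the data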;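 also: cells challenged with 10 nM apelin-13 agonist together with compound; plate controls were apelin-13 plus DMSO wells for no effect and DMSO wells lacking apelin-13 for full effect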
tim23-1 inh – growth inhibitors of tim23-1 mutant yeast, primary screen, luminescence, uHTS; S. cerevisiae tim23-1 growth, BacTiter-Glo luminescence, 24 h; inhibition, % at 20 µM; hit rate 1.3% among 330,000; AID 463212, 2010;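 active = growth inhibition of the mutant yeast at or above 50%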;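 also: temperature-sensitive mutant grown at 25 °C; plate controls were DMSO-treated mutant yeast for no effect and medium wells lacking yeast for full effect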
tim10-1 inh – growth inhibitors of tim10-1 mutant yeast, primary screen, luminescence, uHTS | S. cerevisiae tim10-1 ts strain growth, BacTiter-Glo, 24 h | inhibition, % at 20 µM | hit rate 2.2% among 330,000 | AID 463190, 2010;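 active = inhibition of at least 40%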;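 also: mutant grown at 25 °C; 0% = DMSO wells with yeast and 100% = wells holding no yeast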
Active calls of the source: *; . = no result given. A portion of the library (hit frequency here may not be typical).

SMILES | XBP1 UPR activ | TIM10 inh | APJ agonist | CXCR6 inh | Mdm2 MdmX PPI | UPR CHOP act | APJ antag | tim23-1 inh | tim10-1 inh
COC(=O)Cc1c(C)nc2nc(NCc3ccc(Cl)cc3)[nH]n2c1=O | -2 | 1 | -4 | -6 | 20 | 0.4 | 11 | 3 | 1
CC(C)[C@H](NC(=O)c1ccco1)C(=O)OCC(=O)c1ccc(Br)s1 | -2 | -9 | -2 | 9 | -21 | -0.3 | 14 | 16 | 2
COc1ccccc1CNCC(O)(c1ccc(Cl)cc1)c1ccc(Cl)cc1 | 2 | 52* | -4 | 12 | 54* | -1.4 | 12 | 34 | 46*
CCCCOC(=O)C(C)Oc1ccc(=O)n(-c2ccccc2)n1 (stereo not given) | -2 | -6 | -3 | 3 | 9 | 1.9 | 19 | 24 | 2
CCCN1C(=O)COc2ccc(C(=O)c3ccccc3C(=O)O)cc21 | -1 | 6 | -6 | 4 | 5 | -0.3 | 25 | 8 | 8
O=C(Oc1ccc(F)cc1C(=O)/C=C/c1cccs1)c1cccc([N+](=O)[O-])c1 | 38* | 50* | 0 | 1 | 55* | 8.3 | -10 | 21 | 51*
O=C(CCc1ccccc1Cl)Nc1ccc(S(=O)(=O)N2CCOCC2)cc1 | -2 | 3 | -4 | -13 | 16 | -2.6 | -50 | 4 | 12
CCOC(=O)c1ccccc1NC(=O)c1ccc(Cl)c(S(=O)(=O)N2CCOCC2)c1 | 3 | 0 | -1 | 6 | -4 | 1.1 | 24 | 5 | -2
CCOC(=O)c1c(C)c(C(=O)NC(C)COC)c(C)n1C (stereo not given) | -1 | -19 | -2 | -3 | 8 | -1.3 | -5 | 13 | 13
CCOC(=O)C1(Cc2cccc(OC)c2)CCN(Cc2cnc(SC)nc2)CC1 | -3 | 12 | -3 | 4 | 14 | -0.7 | -1 | 5 | 24
Cc1ccc2c(c1)N(C(=O)CCC(=O)NCC(C)c1ccccc1)CC(C)O2 (stereo not given) | 0 | 2 | 0 | 3 | 10 | 1.1 | 1 | 28 | 24
CCOC(=O)c1c(NC(=O)CNC2CCCCC2)sc(C)c1C | -1 | 11 | -4 | -9 | 7 | -1.0 | -18 | 19 | 8
O=C(O)CCCCNS(=O)(=O)c1ccc(Cl)c(C(F)(F)F)c1 | 0 | -16 | 0 | -4 | 0 | 0.1 | 12 | 11 | 16
O=C(CN1CCN(CCO)CC1)Nc1ccccc1 | -2 | -7 | -4 | -21 | 6 | -0.5 | 3 | -7 | -1
CCn1c(SCC(=O)N2CCCCC2C)nc2ccsc2c1=O (stereo not given) | -2 | 20 | -5 | 10 | 22 | -1.5 | 14 | 0 | 13
COC(=O)[C@@]1(C)[C@H]2C(=O)N(C)C(=O)[C@H]2[C@H]2CN=C(SCc3ccc(C#N)cc3)N21 | 5 | -16 | . | 6 | 14 | 0.7 | . | 10 | 6
Cc1ccc(/C=C/C(=O)c2ccccc(=O)c2O)c(C)c1 | 2 | 22 | -2 | 17 | 67* | 4.5 | 9 | 47 | 37
COc1ccccc1CN=C1Nc2ccccc2CS1 | 3 | 20 | -4 | 8 | -22 | 2.2 | 7 | 18 | 23
COc1ccc(NC(=O)COC(=O)C2CCN(S(=O)(=O)c3ccccc3)CC2)cc1Cl | -4 | 8 | -5 | -1 | 0 | -0.2 | 23 | 24 | 22
C=CCOc1ccc(/C=C\c2nc(O)c([N+](=O)[O-])c(=O)[nH]2)cc1OC | -4 | -7 | -1 | 6 | -25 | 0.9 | 7 | 10 | -7
Cc1cc(Cl)ccc1OCC(=O)Nc1ccc(CN2CCOCC2)cc1 | -6 | -13 | 6 | -2 | 12 | 0.5 | 3 | 12 | -6
CC(=O)Nc1ccc(NC(=O)COC(=O)c2ccc([N+](=O)[O-])o2)cc1 | -3 | -5 | 12* | -24 | 21 | 2.5 | -22 | 6 | -4
CN(CC1CCOCC1)C(=O)CC1C(=O)NCCN1CC(c1ccccc1)c1ccccc1 (stereo not given) | -1 | 7 | -4 | 2 | 13 | -0.6 | 1 | 7 | 2
CCCNC(=O)c1c(NC(=O)C2COc3ccccc3O2)sc2c1CCCC2 (stereo not given) | 0 | -16 | -4 | 2 | 42 | -1.9 | 8 | -50 | -14
O=C(NCc1nc(-c2ccc(C(F)(F)F)cc2)no1)Nc1cc(Cl)cc(Cl)c1 | 1 | 22 | 0 | -3 | 93* | 2.2 | -13 | 11 | 26
Cn1ccc(C(=O)NC(=S)Nc2ccc([N+](=O)[O-])cc2O)n1 | -2 | 17 | -8 | 22 | -69 | 4.3 | 29 | 17 | 9
Cc1c(C)n(Cc2ccccc2)c2ccc(C(=O)NCCCN3CCOCC3)cc12 | 3 | 13 | -2 | 9 | 17 | 1.9 | -36 | 6 | 7
CCCCn1c(SCC(=O)Nc2cc(C)on2)nnc1-c1ccncc1 | -5 | -27 | 0 | -1 | 19 | -0.5 | -2 | -2 | 7
O=C(CSCC(=O)N1CCCCC1)Nc1nc(-c2ccc(Cl)s2)cs1 | 0 | 22 | 0 | -4 | 4 | 0.9 | 7 | 43 | 41*
Brc1ccc(-n2cnc(-c3ccccc3)c2)cc1 | -1 | 35 | -1 | -9 | -173 | 5.0 | 4 | 55* | 10

Look-ups from the list:
In UPR CHOP act, CCCNC(=O)c1c(NC(=O)C2COc3ccccc3O2)sc2c1CCCC2 (stereo not given) reads -1.9
In APJ antag, CN(CC1CCOCC1)C(=O)CC1C(=O)NCCN1CC(c1ccccc1)c1ccccc1 (stereo not given) reads 1
In APJ antag, Brc1ccc(-n2cnc(-c3ccccc3)c2)cc1 reads 4

New compounds follow:
SMILES | XBP1 UPR activ | TIM10 inh | APJ agonist | CXCR6 inh | Mdm2 MdmX PPI | UPR CHOP act | APJ antag | tim23-1 inh | tim10-1 inh
COC(c1ccccc1)c1c(-c2ccccc2)nn(C)c1Cl (stereo not given) | -2 | 0 | -2 | 0 | 4 | -1.6 | 5 | -3 | 18
Cc1ccc(OCCCC(=O)Nc2ccc3c(c2)OCO3)cc1 | -1 | -6 | 0 | 2 | 4 | 0.2 | -10 | 16 | 6
Cc1nn(-c2ccccc2)c2c1P(=O)(O)/C(=C1\N(C)c3ccccc3C1(C)C)C=N2 | -1 | -4 | -11 | 16 | -2 | -3.9 | 25 | 13 | 3
Cc1sc(NC(=O)c2ccco2)c(C(c2ccncc2)N2CCOCC2)c1C (stereo not given) | 1 | 34 | 0 | 2 | 20 | -0.6 | -2 | 38 | 39
O=c1cc(CN2CCN(Cc3ccc(F)cc3)C(CCO)C2)[nH]c2ccccc12 (stereo not given) | -6 | -6 | -2 | -15 | 14 | 1.8 | 3 | -2 | -5
CCC1=[N+](CC(=O)c2ccc(Br)cc2)CCn2c(C)ccc21 | 2 | 3 | -3 | 5 | -6 | 4.5 | 4 | 16 | 29
O=C(Nc1cccc(C(=O)Nc2cccc(C(F)(F)F)c2)c1)c1ccc(=O)[nH]c1 | -2 | 11 | 0 | 1 | 11 | 2.0 | 6 | -6 | 6
COc1ccc(OC)c(S(=O)(=O)Nc2ccccc2C(=O)N2CCCCC2)c1 | 0 | 3 | -6 | -5 | 15 | -1.1 | 1 | 12 | 18
O=C(Cc1ccc(Cl)cc1)NCC(=O)N1CCCCC1 | -1 | 12 | -1 | -3 | 13 | 1.7 | 11 | -6 | 8
CC(C)(C)c1cc(CCC(=O)NCc2ccncc2)cc(C(C)(C)C)c1O | -2 | 2 | -2 | 0 | 15 | 2.1 | -12 | 7 | 4
CCc1nnc(NC(=O)[C@@H](NC(=O)c2ccc(C(C)(C)C)cc2)C(C)C)s1 | 1 | -1 | -2 | 3 | -14 | 1.6 | -21 | 18 | 0
Cc1nn(C)c(C)c1NC(=O)COc1ccccc1C#N | 0 | 5 | -3 | -21 | 14 | -0.9 | -1 | -5 | -19
COc1cc2c(cc1OC)CN(S(=O)(=O)c1ccc3c(c1)OCCO3)CC2 | 0 | 13 | -1 | -2 | 6 | 1.0 | 14 | 47 | 39
Cc1cc(C)cc(NC(=S)N2CCN(C(=O)c3ccco3)CC2)c1 | -5 | 26 | 1 | -2 | 22 | -0.9 | 14 | 11 | 23
COc1cc(NC(=O)c2cc(C)nc3ccccc23)cc(OC)c1 | 0 | -5 | -2 | 13 | 1 | -0.5 | 9 | 4 | 7
CC1(C)CC(NC(=O)CCc2ccccc2)CC(C)(C)N1 | 2 | -6 | -1 | -10 | 14 | -3.2 | -6 | 16 | -1
C=CCc1cccc(/C=N/c2ncn[nH]2)c1O | -1 | -6 | 5 | 2 | 1 | 1.0 | 1 | 16 | -1
CCn1c(CC(=O)Nc2ccccc2Cl)nnc1SCC(=O)NC1CCCC1 | -1 | 8 | -2 | 4 | -19 | 0.4 | 6 | -8 | -17
COc1ccc(CN2CC(=O)N(c3ccc(C)c(C)c3)C2=S)cc1OC | 1 | 8 | -2 | 0 | -2 | 0.4 | 13 | 7 | 9
COc1ccc(-c2sc3ccc(N4CCOCC4)cc3c2C#Cc2ccsc2)cc1 | 5 | 9 | 2 | -8 | -3 | 0.0 | -20 | 14 | 9
O=C(NC(Cc1ccc(O)cc1)C(=O)O)c1ccco1 (stereo not given) | 1 | 11 | -2 | 6 | 7 | 0.8 | 2 | -1 | 8
N#Cc1ccccc1S(=O)(=O)Nc1ccc2c(c1)C(=O)OC2 | -5 | 7 | 1 | -3 | -8 | 0.3 | 2 | 18 | -10
O=C(Nc1cccc2ccccc12)N1CCN(c2ncccn2)CC1 | -1 | -7 | -2 | -5 | 5 | -0.8 | 1 | 3 | -9
O=C(CCN1C(=O)C2CCCCC2C1=O)NNC(=O)c1cccc(Cl)c1 (stereo not given) | 0 | 4 | 3 | -14 | -3 | -0.8 | 15 | 7 | -2
Cc1ccc(CNCc2ccco2)cc1 | -5 | 0 | -3 | -4 | -6 | -1.2 | 4 | 0 | 0
O=C(CNc1cccc(S(=O)(=O)N2CCCCC2)c1)Nc1cccc(F)c1 | 0 | 6 | 16 | 10 | 26 | -0.7 | -6 | 25 | 16
COc1ccccc1N1CCN(Cc2ccc(OC)c(OC)c2OC)CC1 | -3 | -8 | -5 | -1 | 5 | -0.8 | 1 | -18 | 9

Source: PubChem (Sanford-Burnham Center for Chemical Genomics)
